IL2 activator = activates IL-2 in a cell-based reporter assay; IL-2 activation reporter assay, cell-based qHTS; stimulated with anti-CD3/CD4/CD28 beads; in transgenic mouse T cells; activation, % (series mostly up to about 46 µM); hit rate 0.065% among 360,000; AID 652025; in the data active means activation above about 50%; inconclusive means mostly about 30% to 49%; further: 0% is about no effect
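EGFP and DsRed fluorescence is measured by plate cytometry in unstimulated transgenic mouse T cells exposed to compound for 60 minutes, then stimulated 18 hours at 37 degrees C with anti-CD3/anti-CD4 beads plus anti-CD28.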
PTHR1 agonist = agonists of human PTHR1 parathyroid hormone receptor; hit rate 0.075% among 410,000; HEK293 GP2 PTHR1 cells, GloSensor cAMP luminescence, 1 h; Potency, µM (titrated, usually from 115 µM), for the others: at the top dose activation, usual class: activators; further: potency means the concentration at half of the fitted maximal effect; nearly all actives have a fitted effect of over 55% in size; some results filed as inactive show a strong effect at the top dose; inactives centre near -15; many of its hits are not listed in these tables
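HEK-293-derived GP2 cells expressing PTHR1 and a GloSensor cAMP reporter, 3,000/well, plated overnight, given luciferin plus IBMX (each 0.5 mM as added) for 1 h at 37 °C, then compound for 1 h at 37 °C. Luminescence was read after 15 min at room temperature.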
PLK1 PBD block = PLK1 (human) polo-box domain binding inhibition. P53350. Plk1 PBD binding of FITC phosphopeptide, fluorescence polarization. Potency, µM, inactives show max response, negative = inhibition, actives largely listed as inhibitors. hit rate 2.8% among 360,000. AID 720504; further: potency means the concentration at half of the fitted maximal effect; series mostly up to about 57 µM; on the % scale 0 is the no-effect control and ±100 the full control effect; nearly all actives have a fitted effect of over 65% in size
Target sequence (P53350 whole entry, looked up, the tested form may be a part): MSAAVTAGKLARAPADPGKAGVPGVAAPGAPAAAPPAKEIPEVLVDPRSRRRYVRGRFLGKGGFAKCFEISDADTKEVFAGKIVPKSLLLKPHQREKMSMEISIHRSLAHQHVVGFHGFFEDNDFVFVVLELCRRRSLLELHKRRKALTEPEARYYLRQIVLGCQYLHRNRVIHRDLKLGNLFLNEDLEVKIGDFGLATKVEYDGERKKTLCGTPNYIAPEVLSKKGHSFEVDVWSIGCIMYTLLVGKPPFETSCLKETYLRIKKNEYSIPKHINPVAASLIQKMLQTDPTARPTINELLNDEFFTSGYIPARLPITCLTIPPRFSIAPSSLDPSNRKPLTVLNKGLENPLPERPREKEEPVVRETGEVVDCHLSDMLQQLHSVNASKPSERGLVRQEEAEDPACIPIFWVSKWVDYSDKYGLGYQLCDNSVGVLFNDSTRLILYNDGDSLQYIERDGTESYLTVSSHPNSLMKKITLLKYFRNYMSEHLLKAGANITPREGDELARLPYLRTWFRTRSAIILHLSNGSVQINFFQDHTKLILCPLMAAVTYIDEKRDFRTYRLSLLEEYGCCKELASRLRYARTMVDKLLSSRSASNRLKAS
EPAC1 ag = agonists of human EPAC1 | O95398 | EPAC1 agonist qHTS, biochemical assay; response scale: 100% = response to 6.5 mM cAMP | Potency, µM (top dose mostly 154 µM), for inactives: top-dose activation, actives largely listed as activators | hit rate 0.073% among 360,000; further: potency means the concentration at half of the fitted maximal effect; nearly all actives have a fitted effect of over 60% in size
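Fluorescent GDP-exchange assay: 100 nM EPAC1 with 250 nM Rap1B preloaded with BODIPY-GDP and 50 uM GDP; compounds tested as concentration series, 5 min at room temperature, then read every 5 min for 30 min (ex 480/em 540 nm); normalized to 6.5 mM cAMP.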
GLP-1R agonist = activates the human GLP-1 receptor | HEK293 GLP-1R CRE-luciferase, luminescence, 4-6 h; cells express a hypersensitive GLP-1R form | Potency, µM (doses to about 45.6 µM), for the others: at the highest dose activation, hits mostly activators | hit rate 0.007% among 380,000 | AID 624172; further: potency means the concentration at half of the fitted maximal effect; % of control where 0% means no effect
PI5P4Ka inh = PI5P4K alpha (human) kinase inhibition | PI5P4Kalpha enzyme, ADP-Glo luminescence, 60 min; hits give low values | max response, % | hit rate 1.2% among 330,000 | AID 652105; active means max response of -50% or lower; inconclusive means between -30% and -50%; inactive means -30% or higher; further: value at the top dose of about 77 µM; on the % scale 0 is the no-effect control and ±100 the full control effect
Target sequence (P48426 whole entry, looked up): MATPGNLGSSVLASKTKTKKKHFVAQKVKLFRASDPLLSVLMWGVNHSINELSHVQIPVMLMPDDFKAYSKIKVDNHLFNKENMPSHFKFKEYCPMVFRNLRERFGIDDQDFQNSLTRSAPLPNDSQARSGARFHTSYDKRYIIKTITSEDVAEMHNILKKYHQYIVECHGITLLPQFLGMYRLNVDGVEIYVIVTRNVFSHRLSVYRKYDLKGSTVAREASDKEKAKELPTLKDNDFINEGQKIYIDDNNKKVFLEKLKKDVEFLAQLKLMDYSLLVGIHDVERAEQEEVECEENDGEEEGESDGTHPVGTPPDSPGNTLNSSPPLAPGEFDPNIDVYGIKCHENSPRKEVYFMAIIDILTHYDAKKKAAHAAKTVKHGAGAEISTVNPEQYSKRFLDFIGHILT
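Compounds were pin-transferred onto PI5P4Kalpha and substrate in HEPES pH 7.4 buffer with EGTA, CHAPS and 5% DMSO. ATP (5 microM final) started the reaction, which ran 60 minutes at room temperature before ADP-Glo detection.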
EPAC1 antag = EPAC1 (human) antagonism; EPAC1 GEF assay, Rap1b-BODIPY-GDP exchange fluorescence; Potency, µM (series often up to 115 µM), for inactives: at the top dose activity change, negative = inhibition, actives largely listed as inhibitors; hit rate 0.14% among 360,000;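 further: potency means the concentration at half of the fitted maximal effect; plate controls were vehicle for no effect and positive control for full effect; nearly all actives have a fitted effect of over 50% in size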
GLP1R inv ag = acts as inverse agonist at human GLP-1 receptor. hit rate 1.6% among 410,000. P43220. HEK293 GLP-1R CRE-luciferase, luminescence, 24 h; GLP-1R form is constitutively active. Potency, µM (doses to about 38.3 µM), for the others: at the highest dose activity change, negative = inhibition, actives largely listed as inhibitors. AID 624417; further: potency means the concentration at half of the fitted maximal effect; on the % scale 0 is the no-effect control and ±100 the full control effect; nearly all actives have a fitted effect of over 55% in size
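Inverse agonism was detected as reduced cAMP-driven luciferase luminescence after 24 h compound treatment. The cells were HEK293 clones expressing constitutively active human GLP-1R with the reporter. Reporter-only and GPR119 cell lines served as counterscreen controls.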
HEK293 tox = cytotoxicity counter-screen for GLP-1 receptor inverse agonists; AID 624418; HEK293 cAMP-luciferase reporter cells, luminescence, 24 h; hit rate 0.13% among 410,000; Potency, µM (titrated, usually from 38.3 µM), for the others: top-dose activity change, negative = inhibition, actives largely listed as inhibitors;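 further: loss of luciferase light is scored as toxicity; potency means the concentration at half of the fitted maximal effect; on the % scale 0 is the no-effect control and ±100 the full control effect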
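Step one: seed cells (200 cells/uL, DMEM with 10% Nu serum, 1% pen-strep). Step two: 12-hour incubation at 37 deg C. Step three: pin 23 nL compound, incubate 24 hr. Step four: add luciferase reagent, read luminescence 12 min later.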
* marks the source's active call; other numbers are inactive results; i = inactive; ? = inconclusive; . = no result given; [ ] = another dose, or the depositor's remark. Unless noted, the call rests on the fitted dose curve; in most records, active means well fitted curve in the direction sought with a large enough effect; inconclusive means small, poorly fitted or top-dose-only effect, or another doubt; inactive means no such curve, though single readings can be large; an effect the other way counts as inactive or inconclusive. A portion of the library; count on the stated rates, not on these rows.

Each structure is followed by: IL2 activator	PTHR1 agonist	PLK1 PBD block	EPAC1 ag	GLP-1R agonist	PI5P4Ka inh	EPAC1 antag	GLP1R inv ag	HEK293 tox
> CCCc1nc2n[nH]c(N)c2c2c1COC(C)(C)C2
    -1.2	i	-6%	-5%	-4%	.	22%	0%	2%
> COc1ccc(NS(=O)(=O)c2cc(NC(=O)c3cc(=O)c4ccccc4o3)ccc2OC)cc1
    -0.8	-3%	-6%	10%	4%	-7	1%	-4%	10%
> COc1cc(C(C)=O)ccc1OCC(=O)NCc1ccccc1CN1CCCC1
    -0.3	i	-11%	9%	11%	4	0%	-18%	0%
> Cc1ccc(S(=O)(=O)N(C)C[C@@H]2Oc3ncc(Br)cc3C(=O)N([C@H](C)CO)C[C@@H]2C)cc1
    -1.1	0%	-18%	-19%	5%	3	-9%	5%	5%
> CCCc1ccc(C(O)c2ncc(-c3ccc(C)cc3)[nH]2)cc1 (configuration not stated)
    -0.3	i	0%	-18%	1%	12	-8%	?	1%
> COc1ccc(CN(C)C(=O)CNC(=O)c2ccc(C)cc2)cc1
    -0.9	i	-4%	-11%	9%	-7	-12%	1%	-5%
> COc1cc(C(=O)NNC(=O)C2CC=CCC2C(=O)O)cc(OC)c1OC (configuration not stated)
    -0.8	i	-3%	0%	16%	2	-21%	?	?
> NS(=O)(=O)c1cccc2c1c([N+](=O)[O-])cc1nc(O)c(O)nc12
    -0.4	i	-10%	5%	7%	-12	-5%	6%	-6%
> CC1Cc2ccccc2N1C(=O)CN1CCCCC1 (configuration not stated)
    -0.4	i	4%	2%	4%	-8	26%	-7%	0%
> O=C(CC[C@H]1O[C@@H](n2ccc(=O)[nH]c2=O)[C@H](O)[C@@H]1O)NC1CCN(Cc2ccccc2)C1 (some centres not stated)
    1.4	i	1%	-4%	-2%	0	-11%	7%	1%
> COc1ccc(S(=O)(=O)NCC2CCCN(Cc3cccc(C(C)=O)c3)C2)cc1 (configuration not stated)
    -0.6	-12%	-2%	4%	8%	4	10%	?	-4%
> Cc1cc(OCC(=O)Nc2ccc3oc(=O)ccc3c2)ccc1Cl
    -0.9	i	2%	0%	7%	1	1%	-1%	0%
> O=C(O)c1ccc(-n2c(-c3cc(C4CC4)[nH]n3)n[nH]c2=S)cc1
    -1.0	i	-2%	-3%	5%	-7	0%	3%	3%
> Oc1cccc(C2c3[nH]c4ccccc4c3CCN2Cc2cnn(-c3ccccc3)c2)c1 (configuration not stated)
    -1.4	-14%	-1%	17%	8%	-6	-8%	?	-4%
> CC(C)c1ccc(-c2nc3ccccc3s2)cc1
    0.3	-32%	-3%	-1%	-6%	0	10%	-81%	-14%
> Cc1ccc(NC(=O)c2cc(S(=O)(=O)c3ccccc3)ccc2Cl)cc1
    -0.3	-58%[inhibitor][57.5 µM]	-5%	7%	-7%	8	-20%	-35%	12%
> Nc1ccccc1SC(CC(=O)c1ccccc1)c1ccc([N+](=O)[O-])cc1 (configuration not stated)
    -3.3	-39%[inhibitor]	?	12%	-3%	-22	0%	-19%	?
> N/C(=N\OC(=O)c1ccccc1[N+](=O)[O-])c1ccccn1
    0.1	-2%	-8%	12%	-3%	-5	-27%	20%[7.66 µM]	-8%[7.66 µM]
> Cc1cc2nc(-c3ccccc3)c(Cc3cccc(F)c3)n2c(C)c1Br
    -0.2	-21%	-1%	-12%	-3%	-18	6%	?	0%
> Cc1cc(C)cc(N2CCCC2=O)c1
    -3.2	i	-6%	9%	13%	.	4%	4%	1%
> COc1cc(NC(=O)CSc2nc(=O)n(CCN3CCOCC3)c3c2CCCC3)cc(OC)c1
    2.8	i	-14%	-5%	8%	-2	-13%	59%[activator]	2%
> COc1ccc(NC(=O)/C(C#N)=C/c2cc(C)n(-c3ccc(F)cc3)c2C)cc1
    .	-12%	.	.	0%	.	.	12%	4%
> Nc1ccc(S(=O)(=O)Nc2cc(Cl)c(N)c(Cl)c2)cc1
    -0.1	-15%	1%	11%	3%	0	-29%	1%	-4%
> Cc1cc(S(=O)(=O)NCc2ccccn2)c(Cl)cc1Cl
    1.8	i	-2%	8%	7%	2	-3%	-4%	-5%
> Cc1ccc(S(=O)(=O)N2CCCCC2)cc1NC(=O)COC(=O)c1cc[n+]([O-])cc1
    2.4	i	-4%	6%	-1%	5	3%	28%	-19%
> CN(C)c1ccc(CC(=O)N2CCCCC2c2cc(C(=O)Nc3cccc(C#N)c3)no2)cc1 (configuration not stated)
    -0.5	-10%	-9%	-10%	2%	4	-21%	?	-3%
> O=C(NCCC1=CCCCC1)C1CCN(S(=O)(=O)N2CCOCC2)CC1
    -0.4	?	-10%	5%	-9%	.	13%	24%	-1%
> C/C(=C\C(=O)c1cccnc1)Nc1ccc(C(=O)O)cc1
    -1.7	i	1%	3%	-2%	-6	-8%	0%	-17%
> CCCc1cc(=O)oc2c(C)c(OCC(=O)Nc3cccnc3)ccc12
    -2.0	-18%	-15%	-5%	10%	-2	15%	5%	-4%
> O=C(OCC(=O)N1CCCc2ccccc21)c1cccc(S(=O)(=O)N2CCc3ccccc32)c1
    4.4	-4%	-13%	2%	-3%	3	4%	5%	-1%
> COc1ccccc1NC(=O)Cn1c(=O)n(CCc2ccccc2)c(=O)c2sc3ccccc3c21
    .	-3%	.	.	1%	.	.	16%	11%
> O=C(NCC(c1ccco1)N1CCc2ccccc2C1)c1ccc(Cl)cc1 (configuration not stated)
    -1.1	i	-6%	11%	-9%	2	-7%	?	6%
> COCCn1c(SCC(=O)Nc2cc(C)on2)nc2ccccc2c1=O
    2.6	i	-8%	-2%	-2%	13	-10%	1%	-9%
> C=C(C)CN(CC)C(=O)COc1ccc(S(=O)(=O)Nc2ccc(OC)cc2)cc1
    -3.9	?	-7%	3%	0%	0	3%	0%	-13%
> CC1=C(C#N)C(NC(=O)c2ccco2)(C(F)(F)F)C(=O)N1 (configuration not stated)
    -0.2	i	-6%	-8%	-9%	.	2%	0%	4%
> Cc1ccc(NC2=C(N3CCOCC3)C(=O)c3ccccc3C2=O)cc1
    -2.6	-96%[inhibitor]	-13%	28%	13%	.	-7%	-13%	10µM*
> Cc1ccc2cc3cc(C(=O)NCCCN4CCc5ccccc5C4)oc3nc2c1
    -0.4	-21%[57.5 µM]	-22%	-9%	4%	2	-13%	?	-15%
> O=C(CN1C(=O)c2ccccc2C1=O)Nc1ccccc1C(F)(F)F
    -0.4	-21%	-4%	8%	-2%	1	-13%	0%	-12%
> O=C1c2ccccc2N2C(=O)c3ccccc3C2N1O (configuration not stated)
    1.4	i	-3%	-8%	-9%	-5	-1%	-30%	-7%
> CC(=C\c1ccccc1)/C=C1/SC(=O)N(CCCC(=O)Nc2ccc(C(=O)O)cc2)C1=O
    0.0	-13%	-13%	-2%	1%	-4	8%	-11%	-4%
> C/C(CC(=O)Nc1cccc(C(F)(F)F)c1)=N\NC(=O)c1ccncc1
    -0.8	-1%	-2%	1%	4%	-5	-4%	?	-5%
> Cc1cc(=O)[nH]c(N/N=C/c2ccc(N(C)C)cc2)n1
    -0.7	-16%	-24%	0%	12%	3	-21%	34%[activator]	-4%
> CC(C)Cn1c(CCCNC(=O)c2ccc(F)cc2)nc2ccccc21
    -3.8	i	-4%	-11%	-2%	-7	45%[activator]	3%	2%
> O=C(/C=C/c1ccccc1Br)c1ccc2c(c1)OCO2
    -4.7	-72%[inhibitor]	-13%	7%	1%	10	8%	?	8%
> CC1CCN(C(=O)CSc2nnc(CN3CCOCC3)n2-c2ccccc2)CC1
    -2.7	i	-9%	9%	-8%	.	32µM*	0%	4%
> CC1=C([N+](=O)[O-])C(c2cccc(Br)c2)C2=C(N1)c1ccccc1C2=O (configuration not stated)
    -0.7	-8%[57.5 µM]	-7%	14%	12%	-24	22%	0%	-19%
> CC1=C(C(=O)Nc2ccccc2)C(c2ccc(C)cc2)n2nc(SCc3ccccc3C)nc2N1 (configuration not stated)
    .	i	.	.	1%	.	.	6%	-2%
> O=C(NC1CCCCC1)NS(=O)(=O)c1ccc2c(c1)CCC2
    -4.9	-3%	1%	-6%	2%	0	0%	1%	-15%
> O=C(c1ccco1)N1CCN(C(=O)c2cc(Cl)nc3ccccc23)CC1
    -2.6	-17%	-1%	1%	-4%	-4	11%	4%	14%
> COc1ccccc1OCc1ccc(C(=O)NCc2ccco2)o1
    -1.6	-38%[inhibitor][57.5 µM]	-10%	5%	3%	.	-10%	-13%	-9%
> O=C1Nc2ccccc2N(O)N1c1ccc(S(=O)(=O)N2CCCCCC2)cc1
    -0.2	i	-5%	8%	-4%	5	11%	7%	0%
> CN(C(=O)c1ccc(NC(=O)Cc2cccc(NC(=O)C3CCN(C(=O)CCc4ccccc4)CC3)c2)cc1)C1CCCC1
    -0.3	-22%	-7%	0%	11%	0	2%	10%	?
> Cc1ccc(C(=O)N2CCN(c3cccc(C)c3C)CC2)cc1S(=O)(=O)N1CCOCC1
    -0.2	-11%	-10%	-10%	8%	-9	-14%	?	2%
> CC1CCN(c2c([N+](=O)[O-])c(=O)n(-c3ccccc3)c3ccccc23)CC1
    0.1	i	-25%	4%	6%	-5	0%	2%	60%[activator]
> Cc1ccc(NC(=O)Cc2ncon2)cc1Cl
    -0.1	i	-11%	4%	16%	2	-3%	8%	-7%
> O=c1[nH]cc(F)c(=O)n1C1OC(CO)C(O)C1O (configuration not stated)
    -0.1	-19%	?	8%	-4%	-2	-3%	24%	5%

Bioassay records as filed in PubChem BioAssay.
